Compound activity as filed in PubChem BioAssay.
Apoferritin bind: qHTS Assay for Identification of Novel General Anesthetics. Ferritin light chain (Equus caballus), P02791. apoferritin/1-aminoanthracene competitive binding, fluorescence. Potency, µM (series often up to 77.5 µM), for inactives: at the top dose activity change, negative = displacement, hits mostly inhibitors. actives 0.074% (n = 350,000). AID 485281, 2010; further: potency means the concentration at half of the fitted maximal effect; on the % scale 0 is the no-effect control and ±100 the full control effect; nearly all actives have a fitted effect of over 20% in size
Target sequence (P02791 2-175 limits assumed): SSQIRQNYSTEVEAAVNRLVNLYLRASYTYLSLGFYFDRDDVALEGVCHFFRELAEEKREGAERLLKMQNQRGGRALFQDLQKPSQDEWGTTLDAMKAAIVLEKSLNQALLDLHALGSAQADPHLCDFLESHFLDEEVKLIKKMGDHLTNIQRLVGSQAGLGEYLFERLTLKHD
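Read-out: endpoint 1-AMA fluorescence, excitation 380 nm and emission 535 nm, after compounds sit 10 min at room temperature with 10 uM horse-spleen apoferritin in 50% saturated 1-AMA/PBS. Values come from four-parameter Hill fits.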
RGS4 inh: Inhibitors of Regulator of G Protein Signaling (RGS) 4: qHTS; AID 504845, 2011; Regulator of G-protein signaling 4 (Homo sapiens), P49798; Potency, µM (series often up to 114 µM), for the others: top-dose activity change, negative = inhibition, hits mostly inhibitors; Transcreener GDP fluorescence polarization, RGS4-accelerated GTP hydrolysis; actives 0.039% (n = 390,000); further: potency means the concentration at half of the fitted maximal effect; on the % scale 0 is the no-effect control and ±100 the full control effect; nearly all actives have a fitted effect of over 75% in size; some results filed as inactive show a strong effect at the top dose
Target sequence (P49798 whole entry, looked up): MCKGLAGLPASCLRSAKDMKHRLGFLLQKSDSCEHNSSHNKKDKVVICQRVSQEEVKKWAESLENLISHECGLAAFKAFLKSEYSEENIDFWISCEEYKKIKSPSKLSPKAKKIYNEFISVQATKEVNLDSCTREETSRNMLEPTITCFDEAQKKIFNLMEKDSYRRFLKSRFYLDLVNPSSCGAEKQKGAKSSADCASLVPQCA
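MLSMR compounds (23 nl, pin-transferred) preincubated 10 min at room temperature with a 500nM (2x) first reagent, then RGS4 at 900nM (2x) plus Transcreener GDP mix added; fluorescence polarization (620/688 nm) read before and after 90 min at 30 °C.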
POLB inh: qHTS Assay for Inhibitors of DNA Polymerase Beta; P06746; Pol beta primer extension/strand displacement, fluorescence kinetic; Potency, µM (series often up to 114 µM), without a hit: top-dose activity change, negative = inhibition, hits mostly inhibitors; actives 1.3% (n = 340,000); AID 485314, 2010; further: potency means the concentration at half of the fitted maximal effect; on the % scale 0 is the no-effect control and ±100 the full control effect
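Enzyme-only controls used 10 nM Pol beta; buffer lacking enzyme served as negative control. Compound preincubated 15 min, then 50 nM substrate added; 0 and 10 min reads at room temperature.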
APEX1 inh: qHTS Assay for Inhibitors of the Human Apurinic/apyrimidinic Endonuclease 1 (APE1); DNA repair nuclease/redox regulator APEX1 (Homo sapiens), P27695; recombinant APE1, TAMRA/BHQ-2 abasic DNA cleavage fluorescence; Potency, µM (highest dose often 65.8 µM), for inactives: at the top dose activity change, negative = inhibition, most hits filed as inhibitors; actives 0.35% (n = 350,000);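 further: potency means the concentration at half of the fitted maximal effect; plate controls were vehicle for no effect and reference inhibitor for full effect; nearly all actives have a fitted effect of over 55% in size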
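APE1 at 0.75 nM preincubated 15 min at room temperature with compound. Reaction then started with 50 nM double-stranded THF-abasic substrate labelled with TAMRA/BHQ-2, and 525/598 nm fluorescence read kinetically. Activity taken as third-minus-first read difference, normalized to DMSO and NSC13755 controls.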
12-LOX inh: Primary qHTS assay for inhibitors of human arachidonate 12S-lipoxygenase (ALOX12): Round 2; Polyunsaturated fatty acid lipoxygenase ALOX12 (Homo sapiens), P18054; purified 12hLO, xylenol orange hydroperoxide absorbance; Potency, µM (series often up to 108 µM), for the others: at the highest dose activity change, negative = inhibition, actives largely listed as inhibitors; actives 1.1% (n = 580,000); further: potency means the concentration at half of the fitted maximal effect; on the % scale 0 is the no-effect control and ±100 the full control effect
Target sequence (P18054 whole entry, looked up): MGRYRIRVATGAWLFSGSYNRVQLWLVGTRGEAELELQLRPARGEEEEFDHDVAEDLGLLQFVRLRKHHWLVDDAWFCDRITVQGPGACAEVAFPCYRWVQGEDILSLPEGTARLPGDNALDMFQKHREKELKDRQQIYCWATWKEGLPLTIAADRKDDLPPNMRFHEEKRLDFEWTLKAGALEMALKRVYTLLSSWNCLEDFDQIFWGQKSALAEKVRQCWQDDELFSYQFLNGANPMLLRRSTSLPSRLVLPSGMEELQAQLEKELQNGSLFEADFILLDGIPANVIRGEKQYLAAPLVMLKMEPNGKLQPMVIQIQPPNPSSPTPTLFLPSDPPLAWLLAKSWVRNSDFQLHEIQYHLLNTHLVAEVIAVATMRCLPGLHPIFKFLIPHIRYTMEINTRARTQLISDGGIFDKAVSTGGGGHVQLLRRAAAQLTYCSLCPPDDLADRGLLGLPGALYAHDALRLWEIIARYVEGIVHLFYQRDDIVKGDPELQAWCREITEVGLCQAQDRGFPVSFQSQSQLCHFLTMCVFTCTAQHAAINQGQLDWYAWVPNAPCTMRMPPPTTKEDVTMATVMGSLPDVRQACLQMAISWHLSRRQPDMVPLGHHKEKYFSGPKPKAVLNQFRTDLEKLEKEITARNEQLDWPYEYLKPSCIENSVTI
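Purified human 12hLO at 150 nM in 25 mM Hepes, 0.01% Triton X-100, pH 7.0, preincubated 15 min at room temperature with compound. Reaction started with 40 uM arachidonic acid, 30 min at room temperature. Hydroperoxide measured by Fe-xylenol orange, 573/405 nm absorbance ratio.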
POLK inh: qHTS for Inhibitors of Polymerase Kappa | purified Pol kappa, fluorescent DNA synthesis assay, 10 min | Potency, µM (titrated, usually from 107 µM), inactives show at the top dose activity, negative = inhibition, most hits filed as inhibitors | actives 0.53% (n = 400,000); further: potency means the concentration at half of the fitted maximal effect; on the % scale 0 is the no-effect control and ±100 the full control effect
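Fluorescent qHTS in 1536-well format: enzyme (10 nM) and compound sat 15 min at room temperature before 50 nM substrate (final) was added. Signal taken at 0 and 10 min; no-enzyme buffer wells were negative controls.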
POLH inh: qHTS for Inhibitors of Polymerase Eta. DNA polymerase eta (Homo sapiens), Q9Y253. recombinant Pol eta, fluorescent DNA replication assay. Potency, µM (highest dose often 114 µM), for the others: top-dose activity change, negative = inhibition, most hits filed as inhibitors. actives 1.2% (n = 390,000). AID 588591, 2011; further: potency means the concentration at half of the fitted maximal effect; on the % scale 0 is the no-effect control and ±100 the full control effect
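Pol eta (10 nM) was preincubated with compounds for 15 min at room temperature, after which fluorescent replication substrate (50 nM final) was added to start the reaction. Fluorescence was read kinetically at 0 and 10 min.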
LDHA inh: qHTS assay for inhibitors of human lactate dehydrogenase; AID 1347041, 2019; activity change, % (values are at about 110 or 230 µM); purified LDHA, NADH/diaphorase-resazurin fluorescence; stronger effect = lower value; L-lactate dehydrogenase A chain (Homo sapiens), P00338; actives 0.15% (n = 480,000); in the data active means activity change below about -30%; inconclusive means mostly about -25% to -30%;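 further: plate controls were DMSO wells for no effect and wells without enzyme for full effect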
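Enzyme activity of human lactate dehydrogenase 5 (2 nM; 0.06 mM NADH, 0.2 mM pyruvate, 5 min, RT) is measured via a resazurin/diaphorase fluorescence readout of residual NADH.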
ERG Ets-DNA blk: qHTS for Small Molecule Inhibitors of the ERG Ets/DNA interaction | Potency, µM (titrated, usually from 76.9 µM), for the others: top-dose FP activity, negative = inhibition, hits mostly inhibitors | fluorescence polarization, His-ERG Ets domain / labelled DNA | AID 624246, 2012 | Transcriptional regulator ERG (Homo sapiens), P11308 | actives 0.028% (n = 370,000); active means well fitted inhibition curve with a large enough effect in the polarisation, with a control signal flat; inconclusive means small, poorly fitted or top-dose-only effect, or effect the other way, or a change in a side signal; inactive means no such curve, though single readings can be large or run the other way; the % refers to the polarisation;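 further: polarization taken with two DNA probes labelled with fluorescein and Texas red; potency means the concentration at half of the fitted maximal effect; % of control where 0% means no effect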
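His-tagged ERG Ets domain (1 uM in the protein solution; 300mM KCl, 50mM Tris-HCl, 1mM EDTA, 1mM DTT, pH 7.5) received compound, then a probe mix of 5 nM fluorescein-DNA and 100nM Texas-615-DNA. Fluorescence polarization was read for both dyes.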
An asterisk follows results filed as active; ? = inconclusive; nt = no result given; [ ] = remark or other dose. Unless noted, the call rests on the fitted dose curve; in most records, active means well fitted curve in the direction sought with a large enough effect; inconclusive means small, poorly fitted or top-dose-only effect, or another doubt; inactive means no such curve, though single readings can be large; an effect the other way counts as inactive or inconclusive.

SMILES	Apoferritin bind	RGS4 inh	POLB inh	APEX1 inh	12-LOX inh	POLK inh	POLH inh	LDHA inh	ERG Ets-DNA blk
O=C(C1=C[C@H](c2coc3ccccc3c2=O)C[C@H](OCCCCO)O1)N1CCOCC1	-1%	19%	29%	0%	-8%	-13%	-12%	-3	-10%
Cc1ccc2oc(C(=O)N3CCC(O)(c4ccccc4)CC3)c(C)c2c1	-8%	3%	12%	2%	9%	-10%	-28%	-2	7%
CC1CCCN(S(=O)(=O)c2cccc(C(=O)NCC3CCCO3)c2)C1 (stereo not given)	nt	-13%	nt	15%	12%	-6%	-7%	-2	-25%
CCOC(=O)N1CCC(NC(=O)c2cnn(-c3cccc(Cl)c3C)c2C2CCN(C(=O)OC(C)(C)C)CC2)CC1	-12%	-2%	9%	nt	-4%	-10%	nt	2	-1%
O=C(CN(c1ccc(F)cc1)S(=O)(=O)c1ccc2c(c1)OCCO2)NCc1cccnc1	-15%	-33%	-20%	1%	0%	-17%	?	-7	10%
Cn1c(=O)c(Sc2ccc(Cl)cc2)c(O)c2ccccc21	7%	-13%	1%	-2%	-15%	-21%	-23%	0	-4%
COc1ccc(Cn2c(C(=O)O)c(CNCc3ccco3)c3ccc(OC)cc32)cc1	-9%	-1%	31%	nt	-14%	-2%	3%	0	4%
Cc1ccc2oc(C(=O)Nc3sc4c(c3C(=O)NCc3ccco3)CCC4)cc(=O)c2c1	1%	1%	1%	nt	-14%	-15%	-7%	-3	-8%
Cc1ccc(S(=O)(=O)N(CC(=O)N/N=C/c2cccc3c2OCCO3)c2ccccc2F)cc1	?	-30%[11.4 µM]	-12%	-5%	52%[activator]	-5%	-28%	10	4%
Cn1c2ccccc2c2cc(C(=O)O)ccc21	0%	17%	7%	-4%	4%	-9%	-4%	-5	nt
C[N+](C)(C)CC/C=C1/c2ccccc2CSc2ccccc21	-6%	-6%	7%	3%	8%	-7%	-4%	-15	-6%
c1ccc(-c2nnc(-c3ccco3)o2)cc1	-17%	6%	-1%	-1%	32%[activator]	-4%	-15%	-2	-1%
Cc1ccc(S(=O)(=O)N2CCOCC2)cc1NC(=O)CSc1nnc2n1CCCCC2	nt	-4%	nt	26%	330%[activator]	1%	-12%	-5	-9%
COC(=O)c1ccccc1-c1cn(C)c2ccccc2c1=O	7%	-18%	-19%	59%	0%	2%	-10%	6	-13%
COc1ccc(CNC(=O)C2CCN(S(=O)(=O)N3CCOCC3)CC2)cc1	-5%	3%	0%	8%	141%[activator]	2%	4%	-6	1%
COc1ccc(Cn2c(=O)[nH]c3cc(C(=O)NCCCN4CCCC4=O)ccc3c2=O)cc1	8%	-10%	27%	-2%	8%	5%	-6%	-2	16%
CC1(C)CC(=O)c2cc(C(=O)NC3CCSC3=O)c(=O)n(-c3ccc(Cl)cc3)c2C1 (stereo not given)	5%	9%	-17%	2%	10%	-3%	-3%	-1	-1%
CCC(=O)Nc1ccc2nn(-c3ccc(F)cc3)nc2c1	-10%	-10%	21%	1%	-15%	5%	-15%	-3	-8%
COc1ccc2c(c1)C=C(C(=O)NCc1cc(Br)ccc1OC)CO2	-12%	-7%	14%	nt	-11%	-13%[60.1 µM]	-18%	-7	12%
COc1ccc(/C=C/C(=O)NCCc2c[nH]c3ccccc23)cc1OC	-10%	-12%	35%	-12%	12%	-1%	-18%	0	-5%
C/C(Cn1nnc([N+](=O)[O-])n1)=N\NC(=O)c1ccccc1O	5%	-17%[56.9 µM]	23%	4%	-2%	6%	-3%	7	15%
Cc1cc(C)cc(NC(=O)Nc2cccs2)c1	-9%	-16%	11%	nt	?	10%	nt	-4	5%
CCn1c(C)[n+](CC)c2ccc(C(=O)N(C)c3ccccc3)cc21	1%	-28%[56.9 µM]	-2%	-4%	?	-3%	-2%	-22	7%
CCn1c(CC(=O)Nc2ccccc2)nnc1SCC(=O)NC1CCCC1	0%	10%	19%	24%	-2%	-13%	-2%	-5	10%
COc1cccc2cc(C(=O)Nc3ccc(F)cc3)c(=Nc3ccc(C(=O)O)cc3)oc12	-1%	-15%	3%	-10%	?	-9%	?	-2	0%
CC(=O)Nc1ccccc1NS(=O)(=O)c1ccc(Cl)cc1	-10%	-20%	21%	5%	0%	-24%	-14%	-2	-7%
Cc1cccc2[nH]c(CN(C)C(=O)CC3C(=O)NCCN3CC(C)(C)C)nc12 (stereo not given)	-11%	-9%	20%	1%	11%	2%	-7%	6	4%
O=C(COC(=O)COc1ccc(Br)cc1)Nc1ccc2c(c1)OCCO2	nt	-3%	nt	-22%	-55%	-1%	-21%	-1	10%
Cc1cc(NC(=O)c2ccccc2-c2ccccc2)ccc1Br	-12%	-35%	11%	-11%	2%	-6%	-23%	-4	45%[activator]
COc1ccc(/C=N/OCc2ccccc2C#N)c(OC)c1	-7%	24%	2%	-23%	10%	-5%	-18%	-4	-4%
COc1ccc(C(=O)Nc2ccc(N3CCN(C)CC3)cc2)cc1[N+](=O)[O-]	-11%	-16%	0%	-1%	0%	-11%	-11%	1	-2%
Cc1cc(C)c2nc(N3CCC(C(=O)NCCCN4CC(C)CC(C)C4)CC3)sc2c1 (stereo not given)	-5%	-31%	25%	8%	-4%	1%	-20%	-1	4%
C=CCn1c(=O)c2ccccc2n2c(SCc3csc(-c4ccccc4)n3)nnc12	-11%	-6%	2%	0%	0%	-1%	2%	-8	2%
CCOC(=O)CC1(NC(=O)C2CCC(=O)N(CCc3ccc(OC)cc3)C2)CCCCC1 (stereo not given)	-2%	-4%	27%	-4%	5%	10%	-14%	-2	-13%
Cc1c(N2C(=O)CSC2c2ccc(F)cc2)c(=O)n(-c2ccccc2)n1C (stereo not given)	-7%	-1%	11%	-2%	140%[activator]	-16%	-14%	0	13%
CCOc1ccc(CNc2nc3ccccc3n2C)cc1	-10%	-17%	11%	-4%	0%	-12%	-6%	-9	0%
O=C(O)/C=C/S(=O)(=O)c1ccc2ccccc2c1	5%	-26%	37%	18%	-25%	0%	-15%	-4	-1%
CCn1c2ccccc2c2cc(C3C(C#N)=C(N)Oc4n[nH]c(COC)c43)ccc21 (stereo not given)	-8%	?	-19%	-12%	-15%	-4%	-16%	7	3%
O=C(NC1CCCCC1)C(c1ccco1)N(CCc1ccccc1)C(=O)C(F)(F)F (stereo not given)	-1%	-11%	-2%	-5%	-21%	-3%	-19%	7	11%
Cc1cccc(C)c1OCc1cc(C(=O)N2CC3C[C@@H]4CC2C[C@H](C3)C4)no1	50%[activator]	-18%	-26%	24%	-7%	-14%	?	1	3%

Given as labelled records: part of the list above.
Cc1cc(C)cc(NC(=O)Nc2cccs2)c1
  Apoferritin bind = -9%
  RGS4 inh = -16%
  POLB inh = 11%
  APEX1 inh = nt
  12-LOX inh = ?
  POLK inh = 10%
  POLH inh = nt
  LDHA inh = -4
  ERG Ets-DNA blk = 5%

CCn1c(C)[n+](CC)c2ccc(C(=O)N(C)c3ccccc3)cc21
  Apoferritin bind = 1%
  RGS4 inh = -28%[56.9 µM]
  POLB inh = -2%
  APEX1 inh = -4%
  12-LOX inh = ?
  POLK inh = -3%
  POLH inh = -2%
  LDHA inh = -22
  ERG Ets-DNA blk = 7%

Continued:
SMILES	Apoferritin bind	RGS4 inh	POLB inh	APEX1 inh	12-LOX inh	POLK inh	POLH inh	LDHA inh	ERG Ets-DNA blk
O=C(CSC1=NCCS1)c1ccc(Cl)cc1	?	?	12%	-9%	-10%	-1%	-16%	-6	12%
COC(=O)Cc1ccc(NC(=S)NCCSc2ccc(Cl)cc2)cc1	-5%	17%	5%	-7%	?	-1%	-18%	6	10%
COC(=O)c1sc(S(=O)(=O)N2CCCCC2C(=O)O)c(C(=O)OC)c1C (stereo not given)	2%	-5%	7%	2%	31%[activator]	1%	-1%	-6	-4%
COc1ccc(Cn2c(O)c(C=Nc3ccc(OC)cc3)c3ccccc3c2=O)cc1	-3%	-36%	35%	-4%	-5%	-20%	-7%	-1	0%
Cc1cccc(C)c1NC(=O)CN1N=NC2C(=O)N(c3cccc(Cl)c3)C(=O)C21 (stereo not given)	7%	-14%	-15%	4%	-20%	-11%	-10%	-2	3%
CSc1nnc(C2CCCN(CC(=O)Nc3ccccc3N3CCOCC3)C2)n1C(C)C (stereo not given)	4%	11%	10%	9%	4%	2%	-16%	-5	0%
C=CCOC(/C=C/c1ccccc1)CC (stereo not given)	-22%	14%	nt	-3%	nt	-21%	nt	nt	nt
CSc1nnc(N2C(=O)C(O)=C(C(=O)c3ccco3)C2c2ccccc2)s1 (stereo not given)	-4%	-30%	?	24%	?	-12%	-4%	-12	17%
O=S(=O)(N/N=C1\CCCc2ccccc21)c1ccccc1	nt	12%	nt	-11%	0%	-6%	-6%	-12	-4%
Cc1cc(Cl)cc(Cl)c1CNc1c([N+](=O)[O-])c(=O)oc2ccccc12	-2%	-28%	-1%	-4%	27%	3%	-13%	-3	-1%

Only part of the results is shown (hit frequency here may not be typical).
